Source: PubChem BioAssay (National Center for Advancing Translational Sciences (NCATS))
GLS inh – blocks human kidney-isoform glutaminase activity | O94925 | GLS enzymatic activity, qHTS titration | Potency, µM (titrated, usually from 45.5 µM), for inactives: top-dose activity change, negative = inhibition, hits mostly inhibitors | actives 0.21% (n = 410,000) | AID 624170
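hKGA in 45 mM KH2PO4 pH 8.2, 0.02% Tween-20 with pin-transferred compounds; 1 mM L-glutamine (stock) plus glutamate oxidase/HRP/Amplex Red coupling added. Fluorescence read initially and after 30 min at RT.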
ALOX12 inh – blocks human arachidonate 12S-lipoxygenase. purified 12hLO, xylenol orange hydroperoxide absorbance. Potency, µM (doses to about 108 µM), inactives show at the highest dose activity change, negative = inhibition, most hits filed as inhibitors. P18054. actives 1.1% (n = 580,000)
Target sequence (P18054 whole entry, looked up): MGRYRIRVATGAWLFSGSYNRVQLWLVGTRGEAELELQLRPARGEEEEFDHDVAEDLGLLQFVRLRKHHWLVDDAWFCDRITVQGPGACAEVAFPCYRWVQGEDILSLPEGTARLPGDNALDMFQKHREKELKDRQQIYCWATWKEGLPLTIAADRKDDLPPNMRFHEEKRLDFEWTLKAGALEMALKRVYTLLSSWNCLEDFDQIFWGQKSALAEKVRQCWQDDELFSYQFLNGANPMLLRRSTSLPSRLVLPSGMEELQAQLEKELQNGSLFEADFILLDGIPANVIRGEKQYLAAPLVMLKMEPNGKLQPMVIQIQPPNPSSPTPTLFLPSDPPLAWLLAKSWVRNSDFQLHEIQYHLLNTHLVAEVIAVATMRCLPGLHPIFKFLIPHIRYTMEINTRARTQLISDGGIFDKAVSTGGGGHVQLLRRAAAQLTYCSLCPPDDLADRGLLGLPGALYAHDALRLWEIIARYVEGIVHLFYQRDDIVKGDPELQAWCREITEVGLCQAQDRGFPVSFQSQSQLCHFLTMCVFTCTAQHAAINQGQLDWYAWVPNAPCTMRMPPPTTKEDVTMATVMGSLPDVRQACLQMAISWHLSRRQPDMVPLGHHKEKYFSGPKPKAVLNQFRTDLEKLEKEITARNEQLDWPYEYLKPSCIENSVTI
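Hydroperoxide product was detected by ferrous iron/xylenol orange as the 573 to 405 nm absorbance ratio. Arachidonic acid at 40 uM (final) was turned over for 30 min at room temperature by 150 nM human 12hLO, pH 7.0 Hepes buffer, after 15 min compound preincubation.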
PGK inhibitor – T. brucei PGK inhibition; P07378; PGK/GAPDH coupled, Kinase-Glo luminescence, 60 min; Potency, µM (titrated, usually from 57.5 µM), inactives show at the top dose activity change, negative = inhibition, hits mostly inhibitors; actives 0.043% (n = 380,000); further: nearly all actives have a fitted effect of over 60% in size
Target sequence (P07378 whole entry, looked up): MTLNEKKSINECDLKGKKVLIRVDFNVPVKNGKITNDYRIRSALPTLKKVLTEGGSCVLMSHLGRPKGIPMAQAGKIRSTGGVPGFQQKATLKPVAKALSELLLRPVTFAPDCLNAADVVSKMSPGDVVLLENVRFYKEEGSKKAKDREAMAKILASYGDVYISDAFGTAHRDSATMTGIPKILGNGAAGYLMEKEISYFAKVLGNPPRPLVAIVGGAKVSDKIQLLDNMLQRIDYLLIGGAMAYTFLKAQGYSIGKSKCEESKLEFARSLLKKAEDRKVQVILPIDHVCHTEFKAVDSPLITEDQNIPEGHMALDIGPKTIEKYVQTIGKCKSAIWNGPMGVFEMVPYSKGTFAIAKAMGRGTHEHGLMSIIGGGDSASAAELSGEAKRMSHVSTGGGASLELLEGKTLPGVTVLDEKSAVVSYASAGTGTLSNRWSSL
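Recombinant glycosomal PGK reaction used 1,3-bisphosphoglycerate generated in-well by GAPDH (100nM final) in 100mM TEA pH 7.6, 5mM MgCl2, 0.01% Tween-20. After 60 minutes at room temperature, ATP was read by Kinase-Glo Plus luminescence end-point.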
An asterisk follows results filed as active; i = inactive; ? = inconclusive. The call rests on the fitted dose curve; in most records, active means well fitted curve in the direction sought with a large enough effect; inconclusive means small, poorly fitted or top-dose-only effect, or another doubt; inactive means no such curve, though single readings can be large; an effect the other way counts as inactive or inconclusive. On the % scale 0 is the no-effect control and ±100 the full control effect; potency means the concentration at half of the fitted maximal effect. Only part of the results is shown; rates above refer to the full screens.

Every second line gives: GLS inh	PGK inhibitor	ALOX12 inh
- COc1ccc(CC(=O)Nc2ccc(S(=O)(=O)Nc3cc(C)nc(C)n3)cc2)cc1OC
    -10%	-10%	9%
- CC(=O)Oc1cc2c(cc1OC(C)=O)C(=O)CCCC2
    -30%	-3%	-2%
- C[C@@H]1CN([C@@H](C)CO)C(=O)CCCn2nncc2CO[C@@H]1CN(C)S(=O)(=O)c1ccc(-c2ccccc2)cc1
    1%	1%	0%
- CCCCCC(=O)N1C[C@@H](n2cc(COC(=O)c3ccccc3)nn2)[C@H](O)C[C@@H]1c1ccc(OC)cc1
    11%	8%	-6%
- COc1ccc(C(=O)N2CCOC2CNC(=O)C(=O)NCc2ccc(C)cc2)cc1 (stereo not drawn)
    -9%	-5%	11%
- CC(C)Oc1ccc(S(=O)(=O)N2CCOCC2)cc1NC(=O)c1ccc(Cl)c(S(=O)(=O)N2CCOCC2)c1
    -6%	-5%	5%
- C[C@H](CO)N1C[C@H](C)[C@H](CN(C)S(=O)(=O)c2ccc(F)cc2)OCc2cnnn2CCCC1=O
    0%	-5%	-3%
- Nc1ccn(CCCN2CCN(C(=O)C3CC3)CC2)c(=O)n1
    0%	-4%	6%
- CC1CC(C)CN(S(=O)(=O)c2ccc(F)c(C(=O)NC3CCCCC3C)c2)C1 (stereo not drawn)
    -12%	-4%	-6%
- O=C(Nc1ccc(Cl)cn1)c1cccc(S(=O)(=O)N2CCCCCC2)c1
    -10%	-5%	-40%
- CCN(CCn1cccn1)C(=O)c1ccc(OC2CCN(C(=O)CCOC)CC2)cc1
    2%	2%	8%
- COc1cc(OC)c(N(C)S(=O)(=O)c2cccc(C(=O)NCc3cccs3)c2)cc1Cl
    -7%	-9%	10µM*
- CCCCNC(=S)N(CCCO)Cc1cc2cc3c(cc2[nH]c1=O)OCO3
    7%	i	7%
- COc1ccccc1C(=O)Nc1ccnn1C1CCN(C2CCCCC2)CC1
    3%	2%	5%
- Nn1c(SCC(=O)NC2CCCC2)nnc1C(F)(F)F
    -12%	-9%	12%
- O=C(COC(=O)CN1C(=O)c2ccccc2C1=O)Nc1ccccc1C(F)(F)F
    -5%	-2%	-4%
- C[C@@H]1CN([C@@H](C)CO)C(=O)c2cc(Br)cnc2O[C@H]1CN(C)C(=O)c1ccncc1
    0%	9%	2%
- COc1ccccc1C#CC1=CC(=O)CC(C)(C)C1
    0%	i	-15%
- COC(=O)[C@H](CC(C)C)NS(=O)(=O)c1ccc(F)cc1Br
    -1%	-1%	-36%
- Cc1ccccc1C(=O)OCC(=O)N1CC(=O)Nc2ccccc21
    -10%	i	4%

In the list so far, these contain an aryl methoxy group:
Every second line gives: GLS inh	PGK inhibitor	ALOX12 inh
- COc1ccc(CC(=O)Nc2ccc(S(=O)(=O)Nc3cc(C)nc(C)n3)cc2)cc1OC
    -10%	-10%	9%
- CCCCCC(=O)N1C[C@@H](n2cc(COC(=O)c3ccccc3)nn2)[C@H](O)C[C@@H]1c1ccc(OC)cc1
    11%	8%	-6%
- COc1ccc(C(=O)N2CCOC2CNC(=O)C(=O)NCc2ccc(C)cc2)cc1 (stereo not drawn)
    -9%	-5%	11%
- COc1cc(OC)c(N(C)S(=O)(=O)c2cccc(C(=O)NCc3cccs3)c2)cc1Cl
    -7%	-9%	10µM*
- COc1ccccc1C(=O)Nc1ccnn1C1CCN(C2CCCCC2)CC1
    3%	2%	5%
- COc1ccccc1C#CC1=CC(=O)CC(C)(C)C1
    0%	i	-15%

Remaining list, next part:
Every second line gives: GLS inh	PGK inhibitor	ALOX12 inh
- O=C(O)Cc1ccc(NS(=O)(=O)c2ccc3c(c2)OCCO3)cc1
    -2%	9%	-1%
- CCCCCC(=O)N1C[C@H](O)[C@@H](n2cc(-c3ccc(F)cc3)nn2)C[C@@H]1c1ccc(C)cc1
    -3%	-9%	-3%
- CCn1cc(/C=C(\NC(=O)c2ccccc2)C(=O)NCCN2CCOCC2)c2ccccc21
    12%	-1%	-26%
- O=C(O)C1C=CC(C(=O)O)c2ccccc21 (stereo not drawn)
    0%	-4%	-2%
- Cc1ccc(CN2CCC[C@]3(N[C@H](c4ccccc4)[C@@H]4C(=O)N(C)C(=O)[C@@H]43)C2=O)cc1
    -4%	3%	?
- C=CCSc1nnc(NC(=O)c2ccc3c(c2)OCCO3)s1
    -4%	-9%	7%
- Cc1cc(=O)c(C(=O)Nc2cccc(C(=O)NC3CC3)c2)nn1-c1ccccc1
    4%	-2%	?
- O=C(NCc1ccccc1)/C(=C\c1ccc(F)cc1)NC(=O)c1ccco1
    -5%	-8%	-6%
- N#CC1C(=O)NC(=O)C(C#N)C12CCCc1sccc12 (stereo not drawn)
    25%	-8%	-23%
- O=C(CNC(=O)N1CC(=O)Nc2ccccc21)Nc1ccc(Br)cc1F
    0%	-9%	?
- O=S(=O)(NCc1ccncc1)c1ccc(F)c(F)c1
    -10%	-7%	-3%
- O=c1[nH]c2cc([N+](=O)[O-])cc(Cl)c2c2ccccc12
    -4%	i	6%
- O=C(COC(=O)CSc1ccccc1)NC1CCS(=O)(=O)C1 (stereo not drawn)
    0%	6%	?
- S=c1[nH]cc2cnccn12
    -28%	-10%	8.9µM*
- CCC1NC(=O)c2cc3ccccc3cc2-n2c1nc1cc(OC)c(OC)cc1c2=O (stereo not drawn)
    0%	0%	7%
- COc1cccc(CN(C)C(=O)c2ccc(S(=O)(=O)Nc3cccc(C)c3C)cc2)c1OC
    -5%	i	?
- COc1ccc(C)cc1N1CC(C(=O)Nc2cccc(C(=O)NC3CC3)c2)CC1=O (stereo not drawn)
    -2%	-10%	11%
- O=C(Nc1cc(S(=O)(=O)N2CCOCC2)ccc1N1CCCC1)c1ccccc1F
    -2%	5%	18%
- CC(C)CC1C(=O)N(Cc2cn(CCC3OCCCO3)nn2)CCS(=O)(=O)N1Cc1ccc(-c2cccc(CO)c2)cc1 (stereo not drawn)
    6%	7%	?
- Cc1ccc([C@H]2C[C@@H](n3cc(C4CC4)nn3)[C@H](O)CN2C(=O)C2CCCCC2)cc1
    0%	0%	13%
- CC(C1SC(=S)NC1=O)C1SC(=S)NC1=O (stereo not drawn)
    -19%	-13%	13µM*
- C[C@@H]1CN([C@@H](C)CO)C(=O)CCCn2nncc2CO[C@@H]1CN(C)C(=O)Nc1ccnc(N2CCOCC2)c1
    3%	-9%	25%
- O=C(C#Cc1ccccc1)c1ccccc1
    4%	0%	-12%
- Cc1ccc(S(=O)(=O)N2CCN(C(=O)N3CCCCC3)CC2)c(C)c1
    10%	-9%	-8%
- COc1ccc(CCN2CC(C(=O)NCc3cccc(F)c3)CCC2=O)cc1 (stereo not drawn)
    -3%	0%	-8%
- CCN(CC(=O)Nc1ccc(NC(C)=O)cc1)C(=O)C1(c2ccc(Cl)cc2)CCC1
    0%	3%	-8%
- C[C@H](CO)N1C[C@H](C)[C@@H](CN(C)S(=O)(=O)c2ccc(Oc3ccccc3)cc2)OCc2cnnn2CCCC1=O
    0%	1%	-1%
- Cc1ccc([C@H]2C[C@@H](O)[C@H](n3cc(COC(=O)c4ccccc4)nn3)CN2CC2CCCCC2)cc1
    -4%	-2%	-14%
- CCC(C)C(CO)NCCCn1cnc2c(SC)ncnc21 (stereo not drawn)
    0%	-1%	-2%
- COc1ccc2c(CC(=O)Nc3ccc4nc(N5CCOCC5)sc4c3)coc2c1
    2%	-2%	?
- O=C(c1ccoc1)N1CCN(c2cc(-c3ccccc3)nc3cc(-c4ccccc4)nn23)CC1
    -3%	-5%	?
- O=C(COc1ccc(F)cc1Br)Nc1ccccc1N1CCCC1
    4%	i	0%
- C#CCN(C[C@@H]1[C@@H](OC(=O)NCc2ccco2)[C@@H](OC(=O)NCc2ccco2)Cn2c(=O)ccc(=O)n21)S(=O)(=O)c1ccc(C)cc1
    11%	-1%	-18%
- CC1CCCCC12NC(=O)N(CC(=O)NCc1cccs1)C2=O (stereo not drawn)
    -3%	3%	-7%
- C[C@H](CO)N1C[C@H](C)[C@@H](CN(C)Cc2ccc(C(=O)O)cc2)OCc2cnnn2CCCC1=O
    4%	-3%	-14%
- O=C(OCc1ccccc1)N1CCC2CC1c1cc(/C=C/CCCSc3ncccn3)ccc12 (stereo not drawn)
    -2%	-3%	-10%
- C=CCOc1ccc(C2NC(=O)c3ccccc3O2)cc1OC (stereo not drawn)
    0%	4%	3%
- CCc1nnc(NC(=O)c2ccc3c(=O)n4c(nc3c2)CCC4)s1
    -10%	-7%	2%
- COc1cc(Br)cc(C(=O)N2CCc3ccccc32)c1OC
    0%	4%	6%
- CC(CO)NS(=O)(=O)c1cccc(Cl)c1F (stereo not drawn)
    0%	8%	-27%
- NC(CSC(c1ccccc1)(c1ccccc1)c1ccc(-c2ccccc2)cc1)C(=O)O (stereo not drawn)
    5%	-8%	?
- C[C@H](CO)N1C[C@H](C)[C@@H](CN(C)CC2CCOCC2)Oc2ncc(Br)cc2C1=O
    4%	-1%	-52%
- COc1ccc([C@H]2C[C@@H](n3cc(COC(=O)c4ccccc4)nn3)[C@H](O)CN2CC2CCCCC2)cc1
    4%	-1%	?
- Cc1ccc(S(=O)(=O)N2CCCCC2)cc1NC(=O)C1COc2ccccc2O1 (stereo not drawn)
    2%	-7%	-6%
- CC(C)C1C(=O)N(Cc2cn(Cc3ccco3)nn2)CCS(=O)(=O)N1Cc1ccc(-c2ccccc2)cc1 (stereo not drawn)
    -5%	-3%	?
- O=C(Nc1nnc(-c2ccco2)o1)c1ccc(S(=O)(=O)N2CCCCC2)cc1
    1%	-10%	-5%
- Fc1ccc(-c2nc3ccc(Cl)cn3c2Cc2ccccc2)cc1
    -2%	1%	-20%
- O=C(c1cccs1)N1C[C@@H](n2cc(C3CC3)nn2)[C@H](O)C[C@@H]1c1ccc(Cl)cc1
    5%	-2%	?
- O=C(C(=O)N1CCN(c2ccccc2F)CC1)c1cn(CC(=O)N2CCCC2)c2ccccc12
    3%	10%	-27%
- O=C(NCCNC(=O)c1ccc(-c2cccc(Cl)c2)o1)c1cnccn1
    -8%	-3%	3%

(cont.)
Every second line gives: GLS inh	PGK inhibitor	ALOX12 inh
- CCOC(=O)C1(Cc2ccccc2)CCCN(C(=O)COc2ccccc2OC)C1 (stereo not drawn)
    -5%	i	21%
- C[C@@H]1CN([C@H](C)CO)C(=O)c2c(c3ccccc3n2C)-c2ccccc2CO[C@H]1CN(C)C(=O)Cc1ccccc1
    -1%	-7%	?
- COc1cc(C=NN2CCCCC2)cc(OC)c1OC
    17%	-5%	-28%
- COc1ccc(-c2[nH]nc3nc(N4CCN(C(=O)c5ccoc5)CC4)cc(C(F)(F)F)c23)cc1
    -3%	-9%	0%
- C[C@H](CO)N1C[C@H](C)[C@H](CN(C)S(=O)(=O)c2ccccc2C#N)OCc2cnnn2CCCC1=O
    1%	-7%	-26%
- O=C(CCN1CCN(Cc2ccccc2)CC1)NNC(=O)c1ccc(Cl)c(Cl)c1
    14%	i	9%
- C[C@@H]1CN([C@H](C)CO)S(=O)(=O)c2ccc(Br)cc2O[C@H]1CN(C)S(C)(=O)=O
    3%	0%	-1%
- O[C@@H]1CN(Cc2cccs2)[C@@H](c2ccc(Cl)cc2)C[C@H]1n1cc(-c2ccc(F)cc2)nn1
    -2%	i	-28%
- CC(C)(C)NC(=O)CN(C(=O)CCC(=O)Nc1nccs1)c1ccccc1F
    17%	4%	10%
- CCN(CC)c1ccc(C(=O)NNC(=O)C2CCN(c3ncnc4sc(C)c(C)c34)CC2)cc1
    14%	8%	4%
- O=[N+]([O-])c1ccc2c(c1)-c1ccccc1C2O (stereo not drawn)
    ?	5%	7.1µM*
- Cc1noc(C)c1NC(=O)N(C)C[C@@H]1OCc2cnnn2CCCC(=O)N([C@@H](C)CO)C[C@@H]1C
    0%	-3%	-13%
- COc1ccc(C=C2CCC3C(=O)CCCC3(C)C2=O)cc1 (stereo not drawn)
    4%	i	13%
- CC(=O)OCCn1c([N+](=O)[O-])cnc1C=[N+]([O-])C1CCCCC1
    -6%	0%	-12%
- O=S(=O)(Cc1nnnn1-c1ccc(Br)cc1)c1ccccc1
    -5%	i	-22%
- Cc1nc2ccccc2nc1CC(O)(c1ccccc1)c1ccccc1
    -5%	-3%	-2%
- COC(=O)c1c(NC(=O)COC(=O)CNC(=O)c2cccc(OC(F)F)c2)sc(C)c1C
    -6%	-10%	?
- O=C(c1ccco1)N1CCN(C2CN(Cc3ccc([N+](=O)[O-])cc3)S(=O)(=O)C2)CC1 (stereo not drawn)
    -11%	-5%	-5%
- O=S1(=O)CCN(C2CCCC2)CC1
    0%	-8%	-15%
- CN(N=Cc1ccccc1)C(=S)Nc1ccccc1
    16µM*	-9%	?
